MT1-MMP txn act – activates MT1-MMP transcription. HT1080 MT1-MMP promoter luciferase reporter, luminescence, overnight; active compounds read high. activation factor at 10 µM. 86,000 tested, 0.16% active;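 active = activation factor of at least 2 for MT1-MMP transcription at 10 µM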
Pyk2 oligo antag – blocks oligomerization of human Pyk2 in cells. Q14289. 99,000 tested, 0.83% active. z-score (the deposit names both 25 µM and 10 µM). Q293 cells, Pyk2 FERM NanoBiT luminescence; active compounds read low;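 active = Z-score of -3 or lower, scaled per plate to the spread of control and sample wells; inactive = z-score above -3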;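 also: negative z-score means lost luminescence so less FERM oligomerization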
CD11b adhes inh – CD11b/CD18-fibrinogen binding inhibition; AID 1497; K562 CD11b/CD18 adhesion to fibrinogen, ATPlite luminescence; Mn2+ added to activate the integrin; P05107+P11215; inhibition, % at 10 µM; 93,000 tested, 0.54% active;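 active = primary inhibition of 50% or more at 10 µM, then 40% or more on retest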; also: some results filed as inactive read as strong as hits
CYP2C19 inh – blocks human cytochrome P450 2C19; inhibition, % at 5 µM; 96,000 tested, 21% active; CYP2C19 Supersomes, luciferin-H EGE luminescence, 30 min; P33261; AID 778;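 active = CYP2C19 inhibition above a set limit at 5 µM in the primary screen, cut at about 50% in these data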;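 also: plate controls were negative control wells for no effect and 2.5 mM tranylcypromine positive control for full effect; values of inactives mirror those of a sister screen read the other way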
CD11b adhes enh – enhancers of human CD11b/CD18 binding to fibrinogen. AID 1499. K562 CD11b/CD18 adhesion to fibrinogen, ATPlite luminescence. 93,000 tested, 0.07% active. activation, % at 10 µM;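 active = 10 µM primary screen giving 50% or more activity, confirmed by 40% or more on retest at that dose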; also: strong numbers were not always called active; reference of the scale not given here
PLAP act – human PLAP activation | activation fold at 20 µM | AID 696 | 96,000 tested, 1.2% active | purified PLAP enzyme, luminescent substrate read-out; active compounds read high; in the data active = activation fold above about 2
CYP2C9 activ – CYP2C9 (human) activation; P11712; recombinant CYP2C9, luciferin-H conversion, luminescence; active compounds read high; factor 1 = untreated enzyme, 0 = blocked; activation factor at 5 µM; 96,000 tested, 1.4% active; AID 1024;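 active = activation factor of 2 or more for CYP2C9 at a 5 µM dose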;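 also: 0 = sulfaphenazole-blocked wells and 1 = vehicle-only wells; values of inactives mirror those of a sister screen read the other way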
Target sequence (P11712 whole entry, looked up): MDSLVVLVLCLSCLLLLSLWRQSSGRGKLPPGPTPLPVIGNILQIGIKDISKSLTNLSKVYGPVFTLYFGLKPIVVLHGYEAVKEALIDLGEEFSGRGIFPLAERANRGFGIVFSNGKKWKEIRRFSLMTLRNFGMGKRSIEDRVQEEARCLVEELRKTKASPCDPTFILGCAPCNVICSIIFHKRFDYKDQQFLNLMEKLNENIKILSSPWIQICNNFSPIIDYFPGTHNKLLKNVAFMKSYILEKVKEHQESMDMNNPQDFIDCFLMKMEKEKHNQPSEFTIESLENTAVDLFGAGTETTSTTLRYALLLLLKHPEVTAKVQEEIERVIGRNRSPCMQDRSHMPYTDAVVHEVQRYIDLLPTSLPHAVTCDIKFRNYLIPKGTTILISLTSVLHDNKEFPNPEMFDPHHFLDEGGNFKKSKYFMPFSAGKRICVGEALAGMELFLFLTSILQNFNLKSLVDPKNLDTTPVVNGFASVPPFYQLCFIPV
CYP2C9 inhib – blocks human cytochrome P450 2C9; P11712; inhibition, % at 5 µM; AID 777; CYP2C9 Supersomes, luciferin-H conversion, luminescence; 96,000 tested, 20% active;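 active = blocking of liver enzyme CYP2C9 beyond about 50% at 5 µM, limit read from the data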; also: values of inactives mirror those of a sister screen read the other way
CYP2C19 act – cytochrome P450 2C19 (human) activation; recombinant CYP2C19, luciferin-H EGE luminescence; active compounds read high; 0 = fully inhibited enzyme, 1 = untreated enzyme; activation factor at 5 µM; 96,000 tested, under 10 active;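 active = activation factor of at least 2 at 5 µM in the primary screen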;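 also: 0 = wells with 2.5 mM tranylcypromine and 1 = vehicle-only wells; values of inactives mirror those of a sister screen read the other way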
* marks the source's active call; other numbers are inactive results; nt = no result given.

No.	Structure	MT1-MMP txn act	Pyk2 oligo antag	CD11b adhes inh	CYP2C19 inh	CD11b adhes enh	PLAP act	CYP2C9 activ	CYP2C9 inhib	CYP2C19 act
1	CCc1cc2c(SCC(=O)c3ccc(Cl)s3)ncnc2s1	1.3	-0.33	10	82*	17	0.5	0.2	82*	0.2
2	Cc1nn(C)c(C)c1S(=O)(=O)N(CC(=O)NCCCOC(C)C)c1ccc(C(C)C)cc1	0.9	0.28	-8	46	-1	1.3	0.7	28	0.5
3	CC(C)C[C@H](NC(=O)OC(C)(C)C)C(=O)N/N=C/c1ccc2nccnc2c1	1.1	3.6	-14	-12	0	1.1	0.8	21	1.1
4	O=C(Nc1cccc(F)c1)NC1CCCCC1	1.4	-0.15	3	55*	3	1.2	0.6	41	0.4
5	O=C(Nc1cccc(Br)c1)c1ccc2nc(N3C(=O)CCC3=O)sc2c1	nt	0.89	29	15	-1	1.1	0.9	6	0.8
6	CNC(=O)C(Sc1nc(C)nc2c1oc1ccccc12)C(C)=O (centres undefined)	1.1	0.54	-2	55*	-4	1.2	0.4	61*	0.5
7	Cc1ccc(C2N(c3nccs3)C(=O)C3CCCN32)cc1 (centres undefined)	1.2	0.75	13	22	2	1.5	1.1	-5	0.8
8	CCOc1ccc(CN2CCN(c3cc(C)nc4c5c(C)cc(C)nc5nn34)CC2)cc1	1.3	nt	-15	7	-5	1.7	0.6	41	0.9
9	COc1ccc(NC(=O)CSc2nnc(CN3CCOCC3)n2-c2ccccc2)cc1Cl	1.1	0.22	nt	33	nt	1.6	0.7	25	0.7
10	Cc1cc(C)nc(NS(=O)(=O)c2ccc(NC(=O)c3cccs3)cc2)n1	nt	0.02	10	16	-5	1.2	0.6	44	0.8
11	COc1ccc(S(=O)(=O)N(C)CC(=O)N2CCN(C)CC2)cc1C	1	0.12	44	-12	4	1.1	0.9	12	1.1
12	CC1CCCCC1NC(=O)CSc1nncs1 (centres undefined)	1.1	-0.04	-16	40	-1	1	1.2	-24	0.6
13	CCCn1nnnc1SCC(=O)Nc1ccc(F)cc1	1.3	0.83	-11	96*	-1	0.9	0.8	19	0
14	Cc1ccccc1NC(=O)c1ccc(CN2CCC(Cc3ccccc3)CC2)cc1	nt	0.53	nt	18	nt	1.5	0.7	27	0.8
15	Cc1noc(C)c1C(=O)N1CCc2ccccc21	1	1.4	0	5	-2	1	1.1	-13	1
16	CCOC(=O)c1c(C)[nH]c(C(=O)NCc2ccccc2OC)c1C	1.1	nt	2	44	-2	1	0.2	78*	0.6
17	Cc1cc(N)n2ncc(-c3cccc(Br)c3)c2n1	1.7	-1.4	9	39	-5	0.8	0.3	72*	0.6
18	O=C(Nc1cc(C(F)(F)F)ccc1N1CCCC1)c1cccnc1	1.2	0.26	-4	43	-1	1.4	0.6	43	0.6
19	CN1CCN(C(=O)c2ccccc2NC(=O)c2cccs2)CC1	1	0.14	7	-4	3	1	1	2	1
20	COc1ccc(-c2nc(NC(=O)CSc3nnc(C)s3)ns2)cc1	1	-0.8	-5	10	4	0.9	0.9	10	0.9
21	COC(=O)[C@H](CCSC)NC(=O)Nc1ccc(OC)cc1	1.3	-0.63	10	38	-5	1.1	0.9	8	0.6
22	CCn1c(SCC(=O)NCc2ccccc2)nnc1-c1c[nH]c2ccccc12	1.2	0.56	-11	77*	-8	1.1	0.2	81*	0.2
23	COc1ccccc1-n1cnc(N)c1C(C)=O	1.1	-0.43	-1	18	7	0.9	1	0	0.8
24	COc1ccc(Br)cc1C(=O)NCc1cccnc1	1.1	0.43	12	56*	0	1	1.5	-54	0.4
25	O=C(NCCCN1CCCC1=O)c1cccc(N2CCCC2=O)c1	nt	0.47	6	12	-3	1	0.7	28	0.9
26	N#CC1=C(N)Oc2n[nH]c(-c3cccs3)c2C1C1C=CCCC1 (centres undefined)	1	-1.1	-15	12	1	0.8	0.8	23	0.9
27	CCOC(=O)c1ccc2c(c1)nc(SCC(=O)NC(C)C)n2CC	1.2	0.94	18	86*	-2	1.5	0.4	62*	0.1
28	O=c1c(-c2ccc(F)cc2)coc2c3c(ccc12)OCCO3	1.7	0.36	-3	12	-2	1	1	4	0.9
29	Cc1sc2nc(SCC(=O)Nc3c(C)n(C)n(-c4ccccc4)c3=O)n(C)c(=O)c2c1C	1.1	0.6	3	2	26	1.4	1.1	-9	1
30	CC(Sc1cccc2cccc(C(=O)O)c12)C(=O)O (centres undefined)	1	0.38	13	-20	6	1	1.1	-15	1.2
31	O=C(COC(=O)CCCc1c[nH]c2ccccc12)Nc1ccc2c(c1)OCO2	1.2	0.96	27	73*	-3	0.8	0.8	22	0.3
32	Cc1ccccc1OCCNC(=O)c1ccccc1Sc1ccccc1C#N	nt	-1.8	9	50	6	0.9	0.7	30	0.5
33	Cc1cc(S(=O)(=O)NCC(C)C)ccc1OCC(=O)NCc1ccccn1	1	1.6	6	-8	1	1	0.8	24	1.1
34	O=[N+]([O-])c1cc(S(=O)(=O)C(F)(F)F)ccc1Sc1nc2ccccc2[nH]1	1.2	1.5	41	90*	-8	1.1	0.2	76*	0.1
35	CCOC(=O)c1[nH]c2ccccc2c1NC(=O)c1ccco1	1.1	0.31	-44	1	-5	1	1	5	1
36	Cc1c(C(=O)Nc2ccccc2)oc2c1C(=O)CC(C)(C)C2	1.1	-0.19	-17	-1	-1	1	0.7	29	1
37	CS(=O)(=O)N(CC(=O)N/N=C/c1cc2c(cc1Br)OCO2)c1ccccc1Br	nt	-2.9	nt	43	nt	1	0.5	46	0.6
38	CNc1nc(C)nc(-c2ccccc2O)n1	nt	nt	-2	16	-2	0.9	2.1*	-112	0.8
39	COc1ccccc1C1C(C(=O)c2cc3ccccc3o2)=C(O)C(=O)N1CCN1CCOCC1 (centres undefined)	1.1	0.12	-26	-16	-2	1.7	1.2	-20	1.2
40	O=c1c2cc(N3CCOCC3)ccc2[nH]c(=S)n1CCCN1CCCC1	1	0.81	-6	-14	-1	1.4	1	-2	1.1
41	CC(C)COc1ccc(CNC(=S)N/N=C/c2ccc([N+](=O)[O-])cc2)cc1	1.1	-0.12	0	18	2	0.7	0.2	80*	0.8
42	O=C(CSc1n[nH]c(-c2cccs2)n1)N1CCN(S(=O)(=O)c2ccccc2)CC1	1.1	0.52	-5	32	-5	1.1	0.5	51*	0.7
43	O=c1[nH]cnc2c1C(c1ccccc1[N+](=O)[O-])c1c(nc[nH]c1=O)O2	nt	0.43	6	-15	-2	1	0.9	13	1.1
44	COc1ccc(CCNC(=O)c2cc(-c3cccs3)on2)cc1OC	1	1.4	-17	-16	-2	1.1	1	1	1.2
45	CCN1C(=O)/C(=C2\SC(=S)N(c3c(C)n(C)n(-c4ccccc4)c3=O)C2=O)c2ccccc21	nt	1.3	-64	45	-3	0.8	0.6	36	0.6
46	O=C(Cn1cnc2ccccc2c1=O)NCCC(=O)N1CCN(c2ccccc2)CC1	1	1.3	-23	-3	0	1.5	0.7	31	1
47	COC(=O)c1cc(CSc2nc3ccccc3[nH]2)oc1C	nt	-0.01	33	98*	1	2.3*	0.1	87*	0
48	Cc1ccc(S(=O)(=O)N(CCCO)Cc2cc3c(C)ccc(C)c3[nH]c2=O)cc1	0.9	-0.61	-10	9	1	1.7	0.4	56*	0.9
49	O=C1c2ccccc2-c2nnc(-c3ccccc3)cc21	nt	-0.52	nt	25	nt	0.8	0.8	21	0.7
50	CCSc1nnc(-c2ccc(Cl)cc2Cl)o1	1.1	0.85	2	23	3	0.9	1	0	0.8
51	COc1ccc(-n2c(=O)cc(N3CC(C)OC(C)C3)[nH]c2=O)cc1 (centres undefined)	1.1	0.24	-4	6	-2	1.2	0.9	6	0.9
52	CSc1nc2ccccc2cc1/C=C(\C#N)c1ccccc1	nt	-0.12	36	10	5	1	0.9	10	0.9
53	COC(=O)c1ccc(CSc2nc3c(c(=O)n2-c2ccc(Br)cc2)SCC3)o1	nt	-1.8	2	90*	4	1.6	0.1	92*	0.1
54	Cc1[nH]c(=S)[nH]c(=O)c1Cc1ccccc1	1.1	0.35	-19	13	-1	0.9	1.1	-14	0.9
55	O=C(NCCCO)Nc1ccc2nc(-c3ccco3)c(-c3ccco3)nc2c1	nt	nt	3	5	-1	1.4	0.8	16	1
56	O=C1CCCC2=C1C1(CCCC1)N=C(Nc1nc3ccccc3s1)N2	0.9	-0.5	16	-17	-5	1.1	1.2	-18	1.2
57	CCOc1ccc(CN(Cc2ccco2)S(=O)(=O)c2ccc(-n3cnnn3)c(OC)c2)cc1	1.2	-0.53	2	58*	-5	1.5	0.3	65*	0.4
58	Cc1cccc(NC(=O)c2ccccc2C(=O)O)c1	1.1	-0.77	-21	-14	-1	0.9	1.2	-22	1.1
59	CSc1ccccc1NC(=O)c1cccnc1	1.4	0.03	-48	-8	3	1.1	1.1	-13	1.1
60	CC1(C)CC(CC(=O)O)(c2ccc(Cl)cc2)CCO1 (centres undefined)	1.1	0.12	5	10	2	0.8	1	1	0.9
61	Cc1ccc(S(=O)(=O)N2CN(Cc3ccco3)c3nc4ccccc4nc32)cc1	1.1	2.5	10	76*	0	1	0.1	90*	0.2
62	c1csc(-c2nnsc2-c2nc3ccccc3[nH]2)c1	1.3	0.39	-4	73*	0	1.3	0.7	27	0.3
63	Cc1ccccc1-n1c(=O)c2ccccc2n2nnnc12	1.1	-0.38	-1	58*	-1	0.9	1.1	-8	0.4

Compound activity: PubChem, Sanford-Burnham Center for Chemical Genomics
